HSP90 refold inh: HSP90 inhibitors, primary screen, cell lysate, luminescence; actives 0.91% (n = 290,000); AID 1789, 2009; Rabbit reticulocyte lysate, luciferase refolding luminescence, 3 h; Heat shock protein HSP 90 (rabbit reticulocyte lysate; luciferase refolding); inhibition, % at 5.6 µM;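 active means inhibition above the screen-wide mean plus 3 SD, computed separately per campaign, cut at about 16% in these data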;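 further: 0% = DMSO wells and 100% = 60 µM geldanamycin wells; inhibitors lower the luminescence because luciferase stays unfolded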
PolyA inhibitor: polyadenylation inhibitors in yeast reporter cells, primary screen, luminescence, S. cerevisiae; AID 1875, 2009; S. cerevisiae SKY197-pL101 polyadenylation reporter, beta-gal luminescence; efflux-impaired pdr1/pdr3 knockout yeast; score 100 = 6 SD above DMSO; actives 0.02% (n = 300,000); calls only at 12 µM;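 active means lowest replicate activity score at least 50, where 100 means six control SD above control mean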;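 further: yeast exposed to compound for 9 h at 30 °C; higher score means more reporter readthrough which indicates perturbed polyadenylation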
GSK3 alpha inh: blockers of GSK3A enzyme activity – biochemical, luminescence, cell-free homogeneous, HTS, primary screen | GSK-3 alpha kinase, ADP-Glo luminescence, 60 min | actives 0.1% (n = 320,000) | Glycogen synthase kinase-3 alpha (Homo sapiens), P49840 | inhibition, % at 10 µM | AID 2650, 2010;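 in the data active means inhibition above about 50%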;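 further: GST-tagged GSK-3 alpha with peptide substrate and 25 µM ATP; 0% = DMSO neutral wells and 100% = GW8510 positive control wells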
Target sequence (P49840 whole entry, looked up): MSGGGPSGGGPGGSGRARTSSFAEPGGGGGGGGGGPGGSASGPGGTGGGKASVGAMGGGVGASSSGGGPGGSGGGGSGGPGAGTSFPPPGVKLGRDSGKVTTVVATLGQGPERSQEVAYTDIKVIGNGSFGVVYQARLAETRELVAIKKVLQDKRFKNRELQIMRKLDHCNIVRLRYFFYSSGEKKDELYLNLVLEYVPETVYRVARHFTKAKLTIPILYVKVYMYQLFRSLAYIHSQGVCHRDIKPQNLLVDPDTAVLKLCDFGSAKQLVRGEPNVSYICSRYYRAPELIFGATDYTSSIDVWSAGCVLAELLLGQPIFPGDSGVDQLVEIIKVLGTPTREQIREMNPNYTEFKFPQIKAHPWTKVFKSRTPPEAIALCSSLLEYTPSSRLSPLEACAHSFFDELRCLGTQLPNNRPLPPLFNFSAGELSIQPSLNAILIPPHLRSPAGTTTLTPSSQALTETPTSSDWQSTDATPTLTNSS
aSyn UTR inh: MLPCN primary screen, SNCA 5' untranslated region. alpha-synuclein 5'UTR reporter, inhibitor activity. inhibition, % (tested at 7.5 µM). actives 0.82% (n = 300,000). AID 1813, 2009; in the data active means inhibition above about 60%;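 further: H4 neuroglioblastoma cells stably carrying SNCA 5'UTR luciferase fusion; 0% = DMSO wells and 100% = positive control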
AI-2 QS modul: Vibrio harveyi AI-2 quorum sensing modulators, primary screen, JMH597 strain, luminescence/OD600 ratio | Vibrio harveyi JMH597 AI-2 luminescence/OD600 ratio, 9 h; hits give low values; strain lacks LuxN and CqsS sensors; 0 = neutral-control median | activity change, % at 7.5 µM | actives 0.4% (n = 300,000) | AID 2094, 2009; in the data active means activity change below about -75%, passing the limit was not always enough;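 further: luminescence divided by OD600 gain over 9 h not by final OD600 alone; inactives centre near 13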
GSK3beta inhib: human GSK3beta kinase inhibitors, primary screen, biochemical, cell-free homogeneous, HTS. Glycogen synthase kinase-3 beta (Homo sapiens), P49841. GST-GSK3beta kinase, ADP-Glo luminescence, 60 min; hits give low values. activity score (negative = inhibition), % at 10 µM. actives 0.038% (n = 300,000);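 active means more than half of replicate wells score below -50%, meaning over 50% inhibition versus plate controls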;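 further: 0% = median DMSO wells and -100% = median GW8510 positive control wells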
Target sequence (P49841 whole entry, looked up): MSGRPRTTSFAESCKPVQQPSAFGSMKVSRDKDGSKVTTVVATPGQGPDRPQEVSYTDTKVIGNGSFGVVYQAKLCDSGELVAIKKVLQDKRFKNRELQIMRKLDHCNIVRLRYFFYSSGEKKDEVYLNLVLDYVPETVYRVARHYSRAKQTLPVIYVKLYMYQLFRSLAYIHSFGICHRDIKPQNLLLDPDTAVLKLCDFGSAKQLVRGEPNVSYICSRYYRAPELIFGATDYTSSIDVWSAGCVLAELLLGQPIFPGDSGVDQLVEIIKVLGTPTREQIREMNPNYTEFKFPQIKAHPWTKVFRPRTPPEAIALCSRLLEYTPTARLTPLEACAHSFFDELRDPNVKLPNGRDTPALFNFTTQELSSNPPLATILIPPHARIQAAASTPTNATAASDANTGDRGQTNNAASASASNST
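test system = GST-tagged human GSK3beta kinase, cell-free | reagent = 25 µM ATP with peptide substrate | dosing = one dose of 10 µM per compound | schedule = 60 min reaction, RT | detection = luminescent ADP-Glo measurement of ADP formed | control set = DMSO neutral wells and GW8510 at 20 µM as positive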
IEC-6 tox: cytotoxicity in IEC-6 intestinal epithelial cells, primary screen, cytotoxicity control for KLF5 inhibitor project, cell-based, luminescence; AID 1825, 2009; IEC-6 cytotoxicity, luminescence viability; inhibition, % at 5 µM; actives 0.78% (n = 290,000); in the data active means inhibition above about 22%;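 further: 0% = plate median of test compound wells and 100% = cytotoxic reference compound wells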
KLF5 inh: KLF5 expression inhibitors, primary screen, DLD-1 cells, luminescence | DLD-1 KLF5 promoter-luciferase reporter | inhibition, % at 5 µM | actives 0.23% (n = 290,000) | AID 1700, 2009;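 active means inhibition above a per-plate limit of that plate's mean compound inhibition plus 3 SD, cut at about 60% in these data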;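 further: 0% = DMSO wells and 100% = LY294002 at 200 µM; higher means less KLF5 promoter-driven luciferase light; inactives centre near -14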
HSF1 inhib: HSF1 inhibitors in luciferase reporter cells, primary screen, cell-based, NIH3T3, luminescence; actives 0.77% (n = 300,000); activity change, negative = inhibition, % at 7.5 µM (by protocol); NIH3T3-HGL HSE-luciferase, MG132-induced, luminescence 8 h; hits give low values;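 active means more than half of replicate wells show activity change below -50%, luminescence cut by over half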;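 further: luciferase reports HSF-1 transcriptional activity via heat shock element; 0% = median of DMSO wells and -100% = zero luminescence signal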
HSF1 activator: HSF-1 activators, primary screen, NIH3T3-HGL cells, MG132 stress, luminescence, single point; NIH3T3-HGL HSF-1 luciferase reporter, 8 h; 100% = twice DMSO control signal; activation, % at 9 µM; actives 1.7% (n = 300,000); AID 504408, 2011;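 active means mean replicate activation of at least 50% with a set share of replicates each reaching 50%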;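 further: 0% = median of the neutral control wells and 100% = twice that signal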
Numbers without * were called inactive; i = inactive; nt = no result given. An excerpt. The share of hits here may be higher or lower than overall.

SMILES	HSP90 refold inh	PolyA inhibitor	GSK3 alpha inh	aSyn UTR inh	AI-2 QS modul	GSK3beta inhib	IEC-6 tox	KLF5 inh	HSF1 inhib	HSF1 activator
Cn1nnnc1SC1CC(=O)N(c2ccccc2)C1=O (stereo unspecified)	1	i	-2	12	25	1	6	2	1	13
COc1cccc(CN(C)CC(O)COc2cc(Cl)ccc2Cl)c1 (stereo unspecified)	-3	i	0	14	4	-2	-2	-14	3	-7
Cc1c(C(=O)N/N=C/c2cccs2)nc2ccccn12	3	i	1	-27	12	3	2	-3	1	-1
Cc1ccc(CN(c2ccc(C(=O)NCc3ccc4c(c3)OCO4)cc2)S(C)(=O)=O)cc1	2	i	-2	17	9	2	-2	0	-3	19
S=c1[nH]nc(-c2cccnc2)n1C1CCCCC1	-1	i	-2	21	35	-1	0	-12	0	-12
CCCCCN(C(=O)CCC(=O)OCCOc1cccc(Cl)c1)c1c(N)n(CCCC)c(=O)[nH]c1=O	nt	i	-2	15	22	2	nt	nt	9	20
CCCn1c2ccc(/C(C)=N\O)cc2c2cc(/C(C)=N/O)ccc21	0	i	1	19	10	-2	-4	7	0	16
O=C(CCCC(=O)NCCc1ccccc1)NCCc1ccccc1	2	i	0	-8	20	0	-2	1	-12	-15
CC(OC(=O)c1ccccc1Nc1ccc(SC(F)F)cc1)C(N)=O (stereo unspecified)	9	i	3	43	36	-4	28*	7	-2	16
O=C1CC(NCC2CCCO2)C(=O)N1c1ccc(F)cc1 (stereo unspecified)	-4	i	-5	-22	9	4	-5	-48	-4	7
CC(=O)c1nnn(-c2nc(N)nc(N(c3ccccc3)c3ccccc3)n2)c1C	-1	i	-2	33	30	-6	4	-12	4	-4
CCOc1ccc(CN(C)CC(=O)NCc2ccccc2)cc1	-2	i	-3	18	-2	1	-4	-17	-7	10
O=C(c1ccc(Br)s1)N1CCN(S(=O)(=O)c2ccccc2)CC1	-2	i	0	8	18	-4	-6	-15	-8	-7
Cc1cccc(-c2nc3c(c(=O)c4ccccc4n3C)c(=O)n2-c2ccccc2)c1	2	i	-28	18	18	-2	-8	-16	-6	10
O=C(NC1CC(=O)c2sccc21)c1ccc(Cl)cc1Cl (stereo unspecified)	-5	i	-2	-87	11	1	-1	-45	16	34
COc1ccc(N(CC(=O)Nc2cccc(OC)c2)S(=O)(=O)c2c(C)nn(C)c2C)cc1	1	nt	-2	nt	nt	nt	-3	9	nt	nt
COc1cc(/C=C2\C(=N)N3N=C(S(C)(=O)=O)SC3=NC2=O)ccc1OCCOc1ccccc1C	0	i	-3	-27	35	0	-3	-48	-8	3
Cn1c(/C(C#N)=C/c2ccc(O)cc2)nc2ccccc21	-1	i	-1	-126	11	-2	5	-36	4	6
O=C(c1cc(-c2cccc(Cl)c2)nc2ccccc12)N1CCCC1	5	i	-2	14	9	0	9	-22	0	-6
Cc1cc(N2CCN(c3ccccc3F)CC2)nc2cc(O)ccc12	-1	i	-1	-64	19	-7	-3	-53	10	35
O=[N+]([O-])c1cc2oc3c(c2c(C=NCc2ccccc2)c1O)CCCC3	2	i	-1	4	38	-1	-3	8	5	-4
O=c1oc2ccccc2c(NC(c2ccccc2)c2ccccc2)c1[N+](=O)[O-]	-1	i	-2	4	-6	2	2	-18	1	11
C/C(CCN1CCc2nc(-c3ccccc3)c(-c3ccccc3)cc2C1)=N\O[C@H](C)c1cn([C@H](CO)Cc2ccccc2)nn1	0	i	-1	17	29	-1	-3	-8	-7	12
CP(C)(=O)CCP(=O)(c1ccccc1)c1ccccc1	-1	i	-1	-3	10	3	-5	1	0	-1
COc1ccc(CC(=O)Nc2nc(C)cs2)cc1	1	i	-1	-17	9	-7	13	-9	6	23
C[C@@H](NC(=O)CN1C(=O)c2ccccc2S1(=O)=O)c1ccccc1	3	i	2	12	25	1	9	-13	-6	-22
CC1=CS/C(=C(/C#N)C(=O)NCc2ccco2)N1c1ccccc1	-4	i	1	17	8	4	-3	6	0	7
CCN(CC)C(=O)C(=O)c1cn(CCOc2ccccc2)c2ccccc12	0	i	-1	3	1	1	3	-15	0	8
COc1ccc2c(c1)C1=C(CC2)C(c2ccc(C)cc2)NC(=S)N1 (stereo unspecified)	2	i	1	16	0	4	2	-9	6	6
COc1cccc(NC(=O)c2ccccc2N(Cc2ccccc2)S(C)(=O)=O)c1	2	i	-2	-18	6	-2	-6	-19	2	-7
O=C(O)Cn1ccnc1	2	i	-1	13	19	4	6	-11	-7	9
CSc1ccccc1OCc1cc(C(=O)N2CCN3CCCC3C2)no1 (stereo unspecified)	-3	i	1	-20	-11	0	2	-11	2	5
O=c1cc(C(F)(F)F)nc(-c2cccnc2)[nH]1	-1	i	nt	30	37	0	2	3	-8	-3
O=[N+]([O-])c1ccc(N=NN(CCO)CCO)cc1	0	nt	-1	-15	0	3	-3	-13	-6	3
CCOc1ccc(-n2c(=O)c3sccc3n(Cc3ccc(C)cc3)c2=O)cc1	4	i	-1	10	-11	3	-4	-14	-14	-11
COC(=O)/C(=C\Nc1ccc(OC)cc1)NC(=O)c1ccc(Cl)cc1Cl	2	i	nt	-22	21	3	-1	-25	-12	-10
COc1ccc(C2CC(=O)Oc3c2c(=O)n(C)c2ccccc32)c(OC)c1OC (stereo unspecified)	-2	i	-2	-21	-4	0	-2	-9	0	13
CCN1CCN(C(=O)C2=CC(c3ccc(OC)cc3)=NS(=O)(=O)N2C)CC1	-4	i	-1	2	15	3	9	-1	3	-10
CCCCN1C2CCCC1CC(NC(=O)c1ccccc1Cl)C2 (stereo unspecified)	-6	i	1	-18	30	2	-5	-18	-1	-4
COC(=O)CNC(=O)COC(=O)C(Cc1ccccc1)NC(=O)c1ccco1 (stereo unspecified)	0	i	6	-13	14	1	-6	-23	-4	9
CCC(Sc1nc(N)cc(=O)[nH]1)C(=O)NC(C(=O)OC)c1ccccc1 (stereo unspecified)	6	i	-4	7	31	0	5	1	6	-10
CCc1c(C)sc(NC(=O)c2ccco2)c1C(=O)N1CCCCC1	0	i	-2	-17	20	-1	0	-12	-7	-5
FC(F)(F)c1ccccc1-c1nc(-c2ccncc2)no1	0	i	0	-52	15	2	-10	-16	-2	13
CCOC(=O)c1c(C)[nH]c2cc(Br)c(OC)cc12	3	i	6	nt	12	2	6	-20	nt	nt
COc1ccccc1NC(=O)C1=C(C)NC(=O)NC1c1ccccc1[N+](=O)[O-] (stereo unspecified)	1	i	-13	-98	47	-1	3	-10	8	8
Cc1ccc(S(=O)(=O)/N=C2/NC(=O)/C(=C/c3ccccn3)S2)cc1	3	i	-5	27	38	9	-2	4	6	13
Cc1oc(/N=C/c2ccccc2O)c(C#N)c1C	1	i	2	-21	24	5	0	-22	-6	-2
CC1(c2ccccc2)NC(=O)N(CC(=O)Nc2ccccc2N2CCCC2)C1=O (stereo unspecified)	nt	i	1	0	1	3	nt	nt	-2	7
Cc1ccc(S(=O)(=O)N(CC(=O)NCc2cccnc2)C2CCCCC2)cc1	-2	i	0	8	27	1	-9	-8	-4	4
O=C(NCCCN1CCOCC1)Nc1ccc(Cc2ccc(NC(=O)NCCCN3CCOCC3)cc2)cc1	0	i	0	19	4	2	-6	-11	4	4
CCCCC(=O)Nc1ccc(Br)cc1C(=O)O	0	i	-2	1	9	1	2	-14	-19	-31
CCN(CC(=O)Nc1cc(Cl)ccc1C)C(=O)CSCc1c(C)noc1C	nt	i	-1	-10	54	-2	nt	nt	4	11
COc1ccc(CCc2nnc(CCC(=O)NCc3cnn(-c4ccccc4C)c3)o2)cc1	-4	i	nt	-14	-1	0	-4	-69	1	10
O=C1OCc2ccc(NC(=O)c3sccc3Cl)cc21	1	i	-2	-16	-10	0	1	20	2	-1
Cc1ccccc1CNC(=O)CCC(=O)N1CCOc2ccc(Cl)cc21	-4	i	-1	10	37	-1	-9	-12	4	8
O=C(O)c1ccc2c(c1)C(=O)N(Cc1ccc3c(c1)OCO3)C2=O	-7	i	-2	21	24	1	1	16	0	-1
C=CCc1ccccc1OCC(O)Cn1ccnc1C (stereo unspecified)	2	i	0	12	33	2	-1	-13	2	4
Cc1sc(NC(=O)/C=C/c2ccco2)c(C(=O)O)c1C	3	i	-1	-118	20	1	2	-68	4	-15
CNc1ncc(-c2nnnn2-c2ccccc2)c(-c2ccccc2)n1	2	i	-3	8	6	1	0	1	-7	10
COc1ccc(-c2cc(C(F)(F)F)n3nc(C(=O)N4CCN(C(=O)c5ccco5)CC4)cc3n2)cc1	-2	i	-3	30	0	0	0	-9	-2	4

Single records (already shown):
O=C(NCCCN1CCOCC1)Nc1ccc(Cc2ccc(NC(=O)NCCCN3CCOCC3)cc2)cc1 is entered as HSP90 refold inh = 0; PolyA inhibitor = i; GSK3 alpha inh = 0; aSyn UTR inh = 19; AI-2 QS modul = 4; GSK3beta inhib = 2; IEC-6 tox = -6; KLF5 inh = -11; HSF1 inhib = 4; HSF1 activator = 4
CC1(c2ccccc2)NC(=O)N(CC(=O)Nc2ccccc2N2CCCC2)C1=O (stereo unspecified) is entered as HSP90 refold inh = nt; PolyA inhibitor = i; GSK3 alpha inh = 1; aSyn UTR inh = 0; AI-2 QS modul = 1; GSK3beta inhib = 3; IEC-6 tox = nt; KLF5 inh = nt; HSF1 inhib = -2; HSF1 activator = 7

Continuation:
SMILES	HSP90 refold inh	PolyA inhibitor	GSK3 alpha inh	aSyn UTR inh	AI-2 QS modul	GSK3beta inhib	IEC-6 tox	KLF5 inh	HSF1 inhib	HSF1 activator
COc1ccc(CC(=O)NCc2ccc3c(c2)cc(C)n3C)cc1	2	i	0	-5	23	0	-4	-21	5	16
Cc1cc(C)c(C(=O)Nc2ccc(S(=O)(=O)Nc3ccccn3)cc2)c(C)c1	1	i	-2	-8	7	-3	2	-15	-12	-5
CCCn1c(SCc2nc3sc(C)c(C)c3c(=O)[nH]2)nc2ccccc2c1=O	-1	i	-1	20	9	3	-1	-43	61	114*
CN(CC(=O)NCCCc1ccccc1)Cc1ccc(Br)cc1	4	i	-5	11	-10	3	-4	-29	7	-3
Cc1ccn2cc(CCNC(=O)Cc3cccs3)nc2c1	-2	i	-1	7	10	-4	-4	2	-1	1
O=C1CC(C(=O)Nc2ncccn2)C(c2ccccc2)O1 (stereo unspecified)	-2	i	-2	-16	4	0	-4	5	1	-11
COCc1ccc(C(=O)N2CCCC(CNC(=O)c3ccc(F)cc3)C2)o1 (stereo unspecified)	2	i	-2	-9	14	3	5	-3	-6	14
O=C(Nc1ccccc1)/C(=C\c1cccs1)NC(=O)c1ccccc1	-4	i	-5	6	36	1	0	-10	0	-5
